hcDAF12 agonist: H. contortus DAF-12 nuclear receptor activators, primary screen, cell-based, luminescence, HEK293, lit1-tk-luc reporter; HEK293 hcDAF-12 lit1-tk-luc reporter; 0% DMSO, 100% Δ7-dafachronic acid; activation, % at 6.8 µM; 1.4% of 370,000 active;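 active = activation above the mean of all tested compounds plus 3 SD, cut at about 5.5% in these data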;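 also: 100% = response to 3 µM Δ7-dafachronic acid high control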
PLCg1 inh: PLC-gamma1 enzyme inhibitors, primary screen, biochemical, fluorescence, purified enzyme. 1-phosphatidylinositol 4,5-bisphosphate phosphodiesterase gamma-1 (Homo sapiens), P19174. fluorogenic substrate. inhibition, % at 12.2 µM. 0.84% of 370,000 active. AID 720700, 2013; in the data active = inhibition above about 9.5%
ADAM17 inh: ADAM17 inhibitors, primary screen, biochemical, QFRET | Disintegrin and metalloproteinase domain-containing protein 17 (Homo sapiens), P78536 | 0.83% of 370,000 active | recombinant ADAM17, EDANS/DABCYL FRET peptide cleavage | AID 720648, 2013 | inhibition, % at 6.95 µM;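 active = inhibition above the mean of compounds lying between control limits plus 3 SD, set per campaign, cut at about 8.5% in these data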;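 also: 0% = DMSO-only wells as the low control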
Target sequence (P78536 215-824 limits assumed): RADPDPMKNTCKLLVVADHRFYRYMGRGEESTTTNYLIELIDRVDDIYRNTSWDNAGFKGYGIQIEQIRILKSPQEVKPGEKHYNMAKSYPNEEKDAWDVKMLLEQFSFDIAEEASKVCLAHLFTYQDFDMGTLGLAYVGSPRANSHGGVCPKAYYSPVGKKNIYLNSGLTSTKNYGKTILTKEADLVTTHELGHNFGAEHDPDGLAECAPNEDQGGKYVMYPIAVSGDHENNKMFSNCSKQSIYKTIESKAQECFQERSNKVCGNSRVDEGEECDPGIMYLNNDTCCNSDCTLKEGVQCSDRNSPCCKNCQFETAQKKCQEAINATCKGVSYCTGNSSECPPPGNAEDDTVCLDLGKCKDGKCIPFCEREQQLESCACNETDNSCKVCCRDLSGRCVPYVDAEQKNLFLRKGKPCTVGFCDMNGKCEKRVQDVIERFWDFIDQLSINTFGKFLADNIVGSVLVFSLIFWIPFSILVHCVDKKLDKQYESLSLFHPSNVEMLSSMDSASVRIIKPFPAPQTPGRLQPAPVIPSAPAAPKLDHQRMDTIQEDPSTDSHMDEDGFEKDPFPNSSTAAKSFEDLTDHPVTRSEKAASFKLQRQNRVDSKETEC
ssDAF12 agonist: S. stercoralis DAF-12 nuclear receptor activators, primary screen, cell-based, luminescence, HEK293, GRIP1 co-expression, lit1-tk-luc; HEK293 ssDAF-12/GRIP1 lit1-tk-luc reporter; % of 3 µM dafachronic acid response; activation, % at 6.8 µM; Nuclear hormone receptor DAF-12 (Strongyloides stercoralis); 1% of 370,000 active;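 active = activation above the mean over all tested compounds plus 3 SD, cut at about 0.9% in these data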;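 also: 0% = DMSO-only wells and 100% = 3 µM delta7-dafachronic acid wells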
DAX1 inh-1: DAX1 (NR0B1) inhibitors, primary screen, cell-based, HEK293, Gal4-DAX1, luciferase luminescence | HEK293 Gal4-DAX1 luciferase reporter | AID 504766, 2011 | Nuclear receptor subfamily 0 group B member 1 (Homo sapiens), P51843 | inhibition, % at 6.75 µM | 0.99% of 340,000 active;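 active = inhibition above the mean over all tested compounds plus 3 SD, cut at about 4.2% in these data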;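 also: 0% = DAX1-transfected cells with DMSO and 100% = empty-vector control cells with DMSO; inhibition shows as a rise in luminescence from relieved DAX1 repression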
DAX1 inh-2: DAX1 (NR0B1) inhibitors on StAR promoter, primary screen, cell-based, luminescence, SF-1 (NR5A1), full-length DAX-1; AID 652010, 2013; 1.1% of 370,000 active; inhibition, % at 6.8 µM; HEK293T StAR-luciferase reporter, SF-1/DAX-1 repression relief;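 active = inhibition above the mean over all tested compounds plus 3 SD, cut at about 3.6% in these data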;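 also: 0% = DAX-1 cells with DMSO and 100% = cells lacking DAX-1 with DMSO; higher inhibition means more luminescence from relief of DAX-1 repression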
FXN GAA850 act: FXN promoter activators, primary screen, cell-based, luciferase luminescence, HEK293 lucGAA850; activation, % at 6 µM; 0.56% of 360,000 active; HEK293 lucGAA850 FXN promoter luciferase reporter, 24 h; percent of 10 µM SAHA response; AID 540364, 2011;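 active = activation above the average of all compounds screened plus 3 SD, cutoff fixed separately per campaign, cut at about 7.5% in these data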;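 also: 0% = DMSO wells and 100% = 10 µM SAHA wells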
PLC-beta3 inh: human PLC-beta3 inhibitors, primary screen, biochemical, fluorescence; 1-phosphatidylinositol 4,5-bisphosphate phosphodiesterase beta-3 (Homo sapiens), Q01970; Purified PLC-beta3, fluorogenic substrate; inhibition, % at 12.2 µM; 0.18% of 370,000 active; AID 720704, 2013; in the data active = inhibition above about 11%;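 also: 0% = median of compound wells on plate and 100% = full blocker control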
hgDAF-12 ag: H. glycines DAF-12 receptor agonists, primary screen, cell-based, luminescence, HEK293, GAL4 fusion, UAS-luciferase. Nuclear hormone receptor DAF-12 (Heterodera glycines), GAL4 fusion. HEK293 GAL4-hgDAF12 UAS-luciferase reporter, agonist luminescence; normalized to butyrate control. activation, % at 6.8 µM. 1.8% of 370,000 active. AID 687014, 2013;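 active = activation above a cutoff set at the mean of all screened compounds plus 3 SD, cut at about 10% in these data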;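 also: 0% = DMSO wells and 100% = sodium butyrate wells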
ADAM10 inh: human ADAM10 inhibitors, primary screen, biochemical, QFRET, HTS; Disintegrin and metalloproteinase domain-containing protein 10 (Homo sapiens), O14672; recombinant ADAM10, EDANS/DABCYL FRET peptide cleavage, 3 h; inhibition, % at 7 µM; 0.62% of 370,000 active;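 active = inhibition above a per-campaign cutoff equal to the mean of compounds falling between control-based bounds plus 3 SD, cut at about 20% in these data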;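 also: 0% = DMSO wells while the 100% control is not disclosed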
Target sequence (O14672 214-748 limits assumed): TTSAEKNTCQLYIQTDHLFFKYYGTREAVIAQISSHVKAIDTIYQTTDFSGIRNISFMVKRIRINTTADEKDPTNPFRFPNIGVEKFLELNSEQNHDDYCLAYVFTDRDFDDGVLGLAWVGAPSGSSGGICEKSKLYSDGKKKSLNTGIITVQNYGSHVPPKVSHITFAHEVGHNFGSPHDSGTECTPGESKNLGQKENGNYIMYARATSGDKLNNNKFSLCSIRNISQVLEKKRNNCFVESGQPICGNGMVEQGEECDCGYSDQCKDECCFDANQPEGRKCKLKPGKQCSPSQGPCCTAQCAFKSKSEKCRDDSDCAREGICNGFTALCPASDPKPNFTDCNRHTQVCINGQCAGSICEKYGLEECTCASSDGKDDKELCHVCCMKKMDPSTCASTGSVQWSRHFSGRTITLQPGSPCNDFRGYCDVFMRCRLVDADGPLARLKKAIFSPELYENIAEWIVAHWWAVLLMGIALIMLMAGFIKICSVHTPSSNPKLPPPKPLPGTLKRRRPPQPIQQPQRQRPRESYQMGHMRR
sPLA2-III inh: human group III sPLA2 inhibitors, primary screen, biochemical, QFRET, BODIPY PC-A2 liposome substrate; Group 3 secretory phospholipase A2 (Homo sapiens), Q9NZ20; QFRET BODIPY PC-A2 liposome hydrolysis, fluorescence; inhibition, % at 12.2 µM; 0.56% of 370,000 active;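 active = inhibition above mean plus 3 SD of compounds lying within the high and low control bounds, cut at about 19% in these data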;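 also: 0% = median of test compound wells and 100% = no enzyme DMSO wells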
* marks the source's active call; other numbers are inactive results; / = not tested or not shown.

molecule	hcDAF12 agonist	PLCg1 inh	ADAM17 inh	ssDAF12 agonist	DAX1 inh-1	DAX1 inh-2	FXN GAA850 act	PLC-beta3 inh	hgDAF-12 ag	ADAM10 inh	sPLA2-III inh
COC(=O)C1=CN(c2cc(C)cc(C)c2)C=C(C(=O)OC)C1c1ccc(OC)c(O)c1	-1.8	9	2	-2.1	-2.0	0.1	4.2	-9	-2.7	-12	-10
O=C(c1ccc(F)cc1)N1CCN(c2ccc([N+](=O)[O-])c(N3CCCCC3)c2)CC1	-2.5	5	0	-1.8	0.9	-1.7	-2.7	3	1.2	8	2
COc1ccc(N2C(=O)CSC2c2ccc3c(c2)OCO3)c(OC)c1 (configuration not stated)	-1.6	-1	-6	-0.5	-0.8	-0.4	-1.0	2	-0.4	-1	-7
Cc1ccc(N2C(=O)CC(C)CC2=O)cc1	-0.5	3	-4	-1.0	-1.4	-0.7	2.4	1	2.0	-7	-2
O=[N+]([O-])c1ccc(-c2csc3[n+]2CCS3)cc1	-2.0	3	5	-1.2	-0.3	0.2	1.8	-1	-1.1	-4	-1
CCc1cc2cc3c(cc2nc1SCC(=O)Nc1cc(C)on1)OCO3	-0.1	8	-4	-0.8	0.1	0.5	0.3	0	0.8	3	1
CC1(C)S[C@@H]2[C@H](NC(=O)C(NC(=O)N3CCNC3=O)c3ccccc3)C(=O)N2[C@H]1C(=O)O (some centres not stated)	-1.5	6	3	-1.1	1.7	0.6	5.2	-4	-0.9	3	8
CCC(C)N1C(=O)CCC1C(=O)N1CCN(c2ccccc2F)CC1 (configuration not stated)	-1.2	2	-1	-1.8	-0.3	-0.5	-4.5	3	-0.4	11	1
O=C(O)CNC(=O)CC1S/C(=N/N=C/c2ccccc2O)NC1=O (configuration not stated)	1.4	-105	-19	-1.1	0.2	0.9	0.5	-121	-0.9	-52	5
CC(C)c1ccc(NC(=O)CSc2nc(=O)n(CCCN3CCOCC3)c3c2CCC3)cc1	-1.0	-1	2	-1.2	0.4	-3.8	2.6	5	-0.8	4	1

Part of the list above, as labelled records:
O=[N+]([O-])c1ccc(-c2csc3[n+]2CCS3)cc1
  hcDAF12 agonist: -2.0 | PLCg1 inh: 3 | ADAM17 inh: 5 | ssDAF12 agonist: -1.2 | DAX1 inh-1: -0.3 | DAX1 inh-2: 0.2 | FXN GAA850 act: 1.8 | PLC-beta3 inh: -1 | hgDAF-12 ag: -1.1 | ADAM10 inh: -4 | sPLA2-III inh: -1
Cc1ccc(N2C(=O)CC(C)CC2=O)cc1
  hcDAF12 agonist: -0.5 | PLCg1 inh: 3 | ADAM17 inh: -4 | ssDAF12 agonist: -1.0 | DAX1 inh-1: -1.4 | DAX1 inh-2: -0.7 | FXN GAA850 act: 2.4 | PLC-beta3 inh: 1 | hgDAF-12 ag: 2.0 | ADAM10 inh: -7 | sPLA2-III inh: -2
CC(C)c1ccc(NC(=O)CSc2nc(=O)n(CCCN3CCOCC3)c3c2CCC3)cc1
  hcDAF12 agonist: -1.0 | PLCg1 inh: -1 | ADAM17 inh: 2 | ssDAF12 agonist: -1.2 | DAX1 inh-1: 0.4 | DAX1 inh-2: -3.8 | FXN GAA850 act: 2.6 | PLC-beta3 inh: 5 | hgDAF-12 ag: -0.8 | ADAM10 inh: 4 | sPLA2-III inh: 1
COC(=O)C1=CN(c2cc(C)cc(C)c2)C=C(C(=O)OC)C1c1ccc(OC)c(O)c1
  hcDAF12 agonist: -1.8 | PLCg1 inh: 9 | ADAM17 inh: 2 | ssDAF12 agonist: -2.1 | DAX1 inh-1: -2.0 | DAX1 inh-2: 0.1 | FXN GAA850 act: 4.2 | PLC-beta3 inh: -9 | hgDAF-12 ag: -2.7 | ADAM10 inh: -12 | sPLA2-III inh: -10

Following part.
molecule	hcDAF12 agonist	PLCg1 inh	ADAM17 inh	ssDAF12 agonist	DAX1 inh-1	DAX1 inh-2	FXN GAA850 act	PLC-beta3 inh	hgDAF-12 ag	ADAM10 inh	sPLA2-III inh
Cc1ccccc1C(=O)c1cccn1CC(=O)NCCCN1CCCCC1	-2.0	2	-4	-1.1	0.3	-0.5	0.2	-9	1.0	-3	5
CC1CCN(CCCCOc2ccc(C(=O)c3ccccc3)cc2)CC1	0.1	2	-3	-0.9	1.0	-1.1	-0.9	2	2.0	-3	-2
CC1CC(C)CN(C(=O)c2ccncc2)C1 (configuration not stated)	-2.4	0	-4	-0.8	1.0	0.4	-1.9	2	-0.6	2	2
CC1CCCC(NC(=O)COC(=O)c2ccc3ncsc3c2)C1C (configuration not stated)	-1.2	-1	-1	-0.8	1.0	-1.1	1.1	-7	-1.9	-16	4
O=C(O)c1cccnc1SCc1cn2cc(Cl)ccc2n1	-0.4	-2	-3	0.1	0.8	0.5	-0.2	-12	-0.9	3	4
CN(C)C=Nc1c(C(=O)c2ccccc2)sc2nccc(N(C)C)c12	-3.2	-19	-3	-1.1	0.3	0.2	-2.3	-20	6.6	7	7
CCCCNC(=O)C1CCCN1C(=O)NC1CCCCC1 (configuration not stated)	0.2	7	2	0.1	0.4	-0.4	0.6	2	1.7	6	7
CCOC(=O)C1(C(=O)OCC)C(C(=O)c2ccccc2)C1c1ccccc1 (configuration not stated)	-0.7	2	-4	-1.0	1.5	-0.5	-0.3	-2	-0.5	2	11
Cc1cc(C(=O)Nc2ccc(F)cc2C)n(-c2ccccc2)n1	-0.6	-1	-5	-1.6	5.0*	-0.4	-0.4	-7	2.8	-4	6
COc1ccc(N=C/C=C2\C=C(c3ccccc3)OC(C)(C)O2)cc1	0.4	-9	-5	-0.7	-0.8	-0.8	-3.6	-16	2.1	-4	7
CCOC(=O)c1c(NC(C)=O)sc2c(O)cccc12	-1.7	-4	-2	-0.8	-0.2	-1.0	-0.2	-4	-0.6	-7	-7
COc1ccccc1CNC(=O)COC(=O)/C=C/c1cccs1	-2.6	1	-4	-0.3	4.1	0.4	0.5	-3	-0.6	5	7
CCn1c(SCC(=O)Nc2ccccc2-c2ccccc2)nnc1-c1cnccn1	-1.7	-2	0	-0.9	/	0.3	/	2	-5.9	5	1
CN(C)CC(O)COc1cccc(OCC(O)CN(C)C)c1 (configuration not stated)	-0.6	0	-6	-0.6	0.8	-0.6	1.4	0	-0.3	-2	4
COc1cc(-c2noc(C)c2C#CC2(N)CCCCC2)cc(OC)c1OC	1.6	0	1	-0.8	0.5	-0.6	-3.1	0	1.9	-7	3
CCOC(=O)C(C)(C)N(Cc1cccc(C)c1)S(=O)(=O)c1ccc(Cl)c([N+](=O)[O-])c1	-2.8	2	6	-0.8	1.1	-0.9	-1.3	0	1.2	11	4
CCCCC(=O)Nc1cc(OCC)c(NC(=O)c2ccccc2[N+](=O)[O-])cc1OCC	-1.2	7	4	-1.6	0.7	-0.7	-1.3	-1	1.1	8	2
CCCCN(C(=O)CN1C(=O)C2CCCCC2C1=O)c1c(N)n(CCC)c(=O)[nH]c1=O (configuration not stated)	1.3	-3	-4	-1.1	1.2	1.2	-1.7	-2	0.8	-13	-2
O=C(Cc1ccccc1)N1CCC(c2nc3ccccc3[nH]2)CC1	-0.8	-13	-1	-1.7	0.0	0.5	-4.5	3	1.1	2	7
CC(C)C[C@H]1CN([C@@H](Cc2ccccc2)CN2CCC[C@@H]2CN2C(=O)C(=O)NC[C@@H]2Cc2ccccc2)C(=O)C(=O)N1CC1CCCCC1	0.8	4	2	-1.3	/	-1.4	/	4	-0.3	9	-12
O=C1c2ccccc2C(=O)N1CCCCN(C(=O)c1ccc([N+](=O)[O-])cc1)c1ccc(Cl)cc1	-1.2	12*	4	-0.5	-1.7	-0.9	2.0	3	0.1	19	-21
Cc1cc(OCC(=O)OCC(=O)Nc2cccnc2Cl)ccc1Cl	-0.2	-2	-6	-1.1	-0.1	0.5	2.1	-10	-2.3	-4	2
CCOc1ccc2nc(NC(=O)CSc3cn[nH]n3)sc2c1	2.9	-1	3	0.8	1.1	1.5	6.1	-4	10	16	-31
COc1ccc(NC(=O)CC2C(=O)N(C)C(=S)N2Cc2ccncc2)cc1 (configuration not stated)	-0.1	10*	9.1*	-1.5	0.5	0.5	-2.7	0	-0.7	9	-6
Cc1cccc(NC(=O)c2ccc(CN3CCN(Cc4ccccc4)CC3)cc2)c1	-2.1	1	-4	-1.6	-0.9	-2.1	0.5	-7	-3.0	-11	-2
COc1cc(/C=N/N=C2/C(=O)Nc3ccccc32)cc(OC)c1O	3.8	1	3	-0.5	-0.1	0.0	0.1	5	1.5	10	0
c1ccc(Cn2nnnc2C(c2ccccc2)N2CCN(c3nc4ccccc4s3)CC2)cc1 (configuration not stated)	-1.7	4	0	-1.2	0.4	0.6	0.3	4	-0.1	3	2
O=C1O[C@@H](c2ccccc2)C[C@@H](O)C(=O)CCCc2ccccc21	-0.2	-3	-6	-1.1	/	2.1	/	-7	-1.6	-9	-5
Cc1oc(-c2cccs2)nc1CN1CCC(c2ccccc2)CC1	-0.4	1	-2	-1.7	-0.8	0.7	0.3	1	-1.2	-2	-5
COc1ccccc1Nc1ncnc2c1c(C)c(C)n2CCCN(C)C	0.1	-10	1	-1.0	0.1	-0.1	2.4	-21	1.2	3	-10
O=C(Oc1cccc2c(=O)[nH]ccc12)c1ccccc1	-0.6	3	5	-1.3	1.4	1.8	-0.1	-2	1.1	-3	-4
CCOc1ccc(NC(=O)CN(C)C(=O)c2cc(S(=O)(=O)N3CCCCC3)ccc2Cl)cc1OCC	-0.3	0	-4	-0.7	0.0	2.1	1.8	-3	3.7	-6	4

3 entries already listed, sorted by molar mass, smallest number first.
molecule	hcDAF12 agonist	PLCg1 inh	ADAM17 inh	ssDAF12 agonist	DAX1 inh-1	DAX1 inh-2	FXN GAA850 act	PLC-beta3 inh	hgDAF-12 ag	ADAM10 inh	sPLA2-III inh
O=[N+]([O-])c1ccc(-c2csc3[n+]2CCS3)cc1	-2.0	3	5	-1.2	-0.3	0.2	1.8	-1	-1.1	-4	-1
O=C(Cc1ccccc1)N1CCC(c2nc3ccccc3[nH]2)CC1	-0.8	-13	-1	-1.7	0.0	0.5	-4.5	3	1.1	2	7
O=C1O[C@@H](c2ccccc2)C[C@@H](O)C(=O)CCCc2ccccc21	-0.2	-3	-6	-1.1	/	2.1	/	-7	-1.6	-9	-5
